Assay outcomes: PubChem, several laboratories
CatB mix inh = inhibitors of human cathepsin B in compound mixtures; P07858; Purified cathepsin B, AMC dipeptide fluorescence; inhibition, %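 (ten-compound pools at 5 µM per compound and 50 µM total)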; 62,000 tested, 0.06% active; in the data active = inhibition above about 22%, passing the limit was not always enough; inconclusive = no clear call, values can overlap the other calls;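 note: 0% = enzyme without compound and 100% = no enzyme blank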
ROCK2 inh = ROCK2 (human) kinase inhibition. O75116. purified ROCK2, Kinase-Glo ATP depletion luminescence. inhibition, % at 6 µM. 60,000 tested, 0.35% active;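 active = inhibition above the screen-wide mean inhibition plus 3 SD, cut at about 18% in these data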;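 note: plate controls were DMSO wells for no effect and Y-27632 control wells after no-enzyme background subtraction for full effect; many of its hits are not listed in these tables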
Target sequence (O75116 whole entry, looked up): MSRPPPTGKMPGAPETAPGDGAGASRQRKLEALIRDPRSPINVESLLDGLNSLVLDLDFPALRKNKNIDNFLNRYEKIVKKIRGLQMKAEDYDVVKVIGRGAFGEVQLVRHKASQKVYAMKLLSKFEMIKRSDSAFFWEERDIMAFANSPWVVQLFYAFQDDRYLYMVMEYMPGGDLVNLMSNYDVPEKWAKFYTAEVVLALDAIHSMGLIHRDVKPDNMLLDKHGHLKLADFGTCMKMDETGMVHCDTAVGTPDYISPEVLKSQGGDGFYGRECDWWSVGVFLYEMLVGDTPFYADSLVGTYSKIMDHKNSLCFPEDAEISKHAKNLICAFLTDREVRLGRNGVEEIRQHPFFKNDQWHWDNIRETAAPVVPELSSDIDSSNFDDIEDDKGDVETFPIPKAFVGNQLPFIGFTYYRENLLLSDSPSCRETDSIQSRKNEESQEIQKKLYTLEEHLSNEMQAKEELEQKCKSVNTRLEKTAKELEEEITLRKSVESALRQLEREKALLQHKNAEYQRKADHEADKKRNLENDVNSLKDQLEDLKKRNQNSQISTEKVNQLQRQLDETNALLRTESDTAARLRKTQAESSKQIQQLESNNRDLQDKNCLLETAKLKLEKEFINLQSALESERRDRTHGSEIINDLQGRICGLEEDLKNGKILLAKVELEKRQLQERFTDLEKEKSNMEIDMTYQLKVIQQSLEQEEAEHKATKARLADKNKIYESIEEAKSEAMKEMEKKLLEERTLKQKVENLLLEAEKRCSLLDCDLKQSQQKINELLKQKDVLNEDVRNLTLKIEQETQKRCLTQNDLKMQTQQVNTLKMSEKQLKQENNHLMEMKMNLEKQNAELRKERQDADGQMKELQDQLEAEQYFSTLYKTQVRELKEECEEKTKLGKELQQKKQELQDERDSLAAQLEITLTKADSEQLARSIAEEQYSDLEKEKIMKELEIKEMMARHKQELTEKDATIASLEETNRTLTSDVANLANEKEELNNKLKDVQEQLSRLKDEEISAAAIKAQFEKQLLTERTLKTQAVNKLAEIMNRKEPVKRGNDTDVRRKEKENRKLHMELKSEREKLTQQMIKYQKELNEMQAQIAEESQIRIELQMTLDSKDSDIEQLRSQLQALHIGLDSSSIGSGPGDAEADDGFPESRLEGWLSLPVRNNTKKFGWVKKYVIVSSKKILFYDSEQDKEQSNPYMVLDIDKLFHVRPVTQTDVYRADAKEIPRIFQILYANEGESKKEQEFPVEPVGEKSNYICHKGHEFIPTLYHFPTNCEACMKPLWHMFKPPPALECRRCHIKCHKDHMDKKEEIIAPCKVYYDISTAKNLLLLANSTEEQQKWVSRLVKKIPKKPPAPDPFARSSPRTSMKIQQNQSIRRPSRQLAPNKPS
PKA inh = blocks human protein kinase A activity. AID 524. 65,000 tested, 0.1% active. PKA Kemptide phosphorylation, Kinase-Glo ATP luminescence. inhibition, % at 6 µM. P17612;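 active = inhibition above the screen-wide mean inhibition plus 3 SD, cut at about 21% in these data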; note: many of its hits are not listed in these tables
RORa activator = activators of human nuclear receptor RORA; P35398; CHO-K1 Gal4-RORA LBD luciferase reporter, luminescence; percent increase over mock-subtracted basal signal; activation, % at 10 µM; 65,000 tested, 1.5% active; AID 560;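 active = activation above the mean of all tested compounds plus 3 SD, cut at about 49% in these data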;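 note: 0% = DMSO-treated RORA cells and 100% = added signal equal to DMSO minus mock-transfected cells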
AP ELISA ortho = alternative pathway complement inhibition, orthogonal assay; inhibition, % at 5 µM; AID 1235; 62,000 tested, 0.08% active; Human serum alternative complement pathway, LPS-coated ELISA, C3 deposition; tested in compound mixtures;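 active = inhibition above 30% in each of the two pooled mixtures holding the compound, so the lower value exceeds 30%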;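 note: 0% = serum in Mg-EGTA without compound and 100% = EDTA serum blank; some compounds past the cut are filed as inactive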
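Test system: human serum complement alternative pathway, C3 deposition onto LPS / Medium: Mg2+-EGTA GVB++ buffer containing human serum at 1:15 dilution / Probe or stimulus: Plate-bound LPS / Times: 1 h at 37 °C / Signal: ELISA with HRP anti-human C3 antibody, TMB substrate, absorbance 450 nm / Measure: percent inhibition / Repeats: two pool placements per compound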
CatB block = human cathepsin B inhibition | P07858 | purified cathepsin B, fluorogenic substrate, fluorescence | inhibition, %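 (tested at 10 µM)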 | 63,000 tested, 0.1% active | AID 453; in the data active = inhibition above about 21%;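 note: 0% = enzyme with no compound and 100% = no enzyme blank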
JNK3 blocker = blocks human JNK3 kinase activity. P53779. purified JNK3 kinase activity, HTS. inhibition, % at 8 µM. 60,000 tested, 0.61% active. AID 746; in the data active = inhibition above about 17%;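 note: 0% = DMSO and 100% = reference inhibitor; many of its hits are not listed in these tables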
E coli RNAP = blocks E. coli RNA polymerase transcription; P0A8V2; fluorescence transcription assay; inhibition, %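 (tested at 10 µM)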; 62,000 tested, 0.2% active; in the data active = inhibition above about 20%;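 note: 0% = enzyme without compound and 100% = no enzyme blank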
CatS block = blocks human cathepsin S protease activity; P25774; recombinant cathepsin S, AMC dipeptide fluorescence, pooled mixtures; inhibition, %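 (tested at 5 µM per compound within 10-compound mixtures)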; 62,000 tested, 0.06% active; AID 501; in the data active = inhibition above about 32%, passing the limit was not always enough; inconclusive = no clear call, values can overlap the other calls;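 note: 0% = enzyme without compound and 100% = blank without enzyme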
Numbers without * were called inactive; ? = inconclusive; / = not tested or not shown.

Each structure is followed by: CatB mix inh	ROCK2 inh	PKA inh	RORa activator	AP ELISA ortho	CatB block	JNK3 blocker	E coli RNAP	CatS block
CCOc1cc(OCC)cc(C(=O)Nc2cccnc2)c1
  3	/	12	1	14	2	/	-2	-3
COc1ccc(CCn2c(C)cc(C(=O)CSc3nnnn3-c3ccccc3)c2C)cc1OC
  -9	3	6	-5	0	5	5	7	1
O=C(NC1(C(=O)NC2CCCC2)CCCCC1)c1ccc2c(c1)OCO2
  -3	/	5	-14	-7	-2	/	-5	1
COc1cc2c(cc1NC(C)=O)CCCC2
  -1	/	/	/	5	5	/	3	-1
CCn1c2ccccc2c2cc(NC(=O)CSc3nnc(C4CC4)n3Cc3ccco3)ccc21
  0	-2	8	4	18	3	1	5	-10
O=C(c1ccccc1)c1ccc(N2CCNCC2)cc1
  4	-1	2	32	-15	16	-2	1	32
COc1ccc(-c2nnc(SCc3nnc(-c4ccc(Cl)cc4)o3)n2-c2ccccc2)cc1
  3	4	0	22	-14	9	-5	-3	28
CCNC(=O)NC(=O)C(C)OC(=O)c1cccnc1SC (stereo not given)
  4	4	7	8	4	1	-2	6	2
O=C1CN(S(=O)(=O)c2ccc(F)cc2)CC(=O)N1CCc1ccccc1
  5	1	-2	-27	21	-5	2	-3	-15
N#Cc1nc(N2CCCCC2)nc(N2CCOCC2)n1
  7	-2	5	21	-6	13	2	8	58*
CCOc1cc(NC(=O)C2CCCCC2)c(OCC)cc1NC(=O)c1ccco1
  5	3	5	4	5	3	-2	4	9
Cc1cc(NC(=O)CSc2cn(C)c3ccccc23)no1
  -2	0	2	-15	3	-1	-1	5	11
COCCN(Cc1cc2cc3c(cc2[nH]c1=O)OCO3)C(=O)c1cccs1
  5	4	2	8	0	10	4	6	1
COc1cc2c(cc1OC)-c1cc(OCc3cccnc3)nc(=O)n1CC2
  -19	6	12	21	15	-16	2	-86	-45
COc1ccc2nc(NC(=O)c3ccc(-n4nc(C)cc4C)cc3)sc2c1
  -8	3	13	-3	-8	-5	-1	-2	8
CCCCSc1nnc(-c2ccc(NC(C)=O)cc2)n1C
  4	1	7	-3	10	1	1	11	2
CCOC(=O)C1CCCN(c2c(NCC3CCCN3CC)c(=O)c2=O)C1 (stereo not given)
  3	7	-1	-6	12	-2	-2	8	9
Cc1nn(-c2ccccc2)c(CC(C)(C)C(=O)O)c1C(=O)O
  -6	4	5	-4	-6	-1	-2	9	19
O=c1c(C=NCCCn2ccnc2)c(-c2ccccc2)[nH]n1-c1nc2ccccc2s1
  /	-6	-1	-22	/	-1	15	12	/
COc1cc(NS(=O)(=O)c2ccc(NC(C)=O)cc2)cc(OC)c1
  2	0	3	-8	-8	1	-8	2	-5
O=C(CN1CCOCC1)Nc1ccc(-c2nc3ccccc3[nH]2)cc1
  1	0	4	38	6	-6	-5	3	-3
O=C(NCc1ccccc1)N1CCN(c2ccc(Cl)c(Cl)c2)CC1
  -3	0	-3	-44	21	1	-2	2	11
COc1cccc(-c2csc(N3CCN(C(=O)C4CCCCC4)CC3)n2)c1
  1	2	6	11	2	-2	3	5	-3
Cc1ccc(C)n1-c1ccc(N2CCOCC2)cc1
  8	1	-1	-6	10	3	-11	8	9
Cc1ccc(S(=O)(=O)C2(C(=O)N3CCCCC3C)CC2)cc1 (stereo not given)
  -2	-2	-2	-5	-3	4	1	-2	-3
CCC(C)(C)NC(=O)C(c1cccs1)N(CC1CCCO1)C(=O)Cn1nnc2ccccc21 (stereo not given)
  -3	3	2	-23	19	-1	0	-2	-13
COc1ccc2cc(CN(CCCN3CCOCC3)Cc3nnnn3C3CCCC3)c(=O)[nH]c2c1
  3	-3	4	-4	-24	4	0	-4	2
Cc1nnc(SCC(=O)c2c(N)n(C)c(=O)n(C)c2=O)[nH]c1=O
  1	2	8	-15	5	-1	1	5	-7
O=C1CCCN1c1ccc(S(=O)(=O)Nc2ccc3c(c2)OCCO3)cc1
  /	-2	1	4	/	/	4	/	/
CC(C)(C)n1ncc2c(=O)n(CC(=O)N3CCCCCC3)cnc21
  3	5	14	-12	9	8	1	12	5
CCOC(=O)C1CCN(C(=O)c2cc3c(-c4ccc(OC)c(OC)c4)nn(C)c3s2)CC1
  2	6	12	1	10	7	2	4	8
CC(C)OC(=O)CN1C(=O)C(C)(C)Oc2ccc(C(=O)NC(C)(C)C)cc21
  1	0	4	1	-11	-1	-2	4	6
COc1cccc(C(=O)Nc2nnc(-c3ccc(Cl)cc3)o2)c1
  1	4	-4	-14	19	-3	-5	-2	1
COc1cccc(-c2nnn(CC(=O)O)n2)c1
  1	2	8	-22	3	-1	0	4	23
CC(=O)Oc1cc2c(C(C)=O)coc2c2ccccc12
  3	1	1	-2	7	-4	-6	/	-16
COc1ccc(C2C(C(=O)NCC3CCCO3)c3cc(OC)c(OC)cc3C(=O)N2C)cc1OC (stereo not given)
  -6	/	8	-11	3	-4	/	5	-4
O=C(O)C1CC1c1ccc(Br)cc1 (stereo not given)
  -1	7	10	4	11	8	-5	4	1
CC(C)(C)NC(=O)C1N(c2cccnc2)C(=O)C2C(C(=O)Nc3ccccc3F)C3(C)C=CC21O3 (stereo not given)
  0	2	15	-7	-6	-1	3	5	-1
CCCCOC(=O)Cn1cnc2ccc(Br)cc2c1=O
  -1	2	4	-13	9	0	-2	2	1
O=S(=O)(NCC1CCCO1)c1ccc2ccccc2c1 (stereo not given)
  /	5	6	16	/	/	6	/	/
Cc1ccc(-n2nnnc2SCC(=O)N2CCc3ccccc3C2)cc1
  4	3	4	-20	18	-4	8	3	-10
Cc1cc(N2CCCCC2)nc(SCC(=O)c2ccccc2)n1
  0	1	10	32	-30	3	-7	-2	-1
CCCOc1ccc(N2CC(C(=O)Nc3ccccc3OC)CC2=O)cc1 (stereo not given)
  1	5	7	-10	17	2	4	6	5
CCCS(=O)(=O)N1CCCC(C(=O)NCCCOC(C)C)C1 (stereo not given)
  5	7	6	-9	11	4	3	4	3
Cc1ccc2cc(C(c3nnnn3C(C)(C)C)N3CCCCCC3)c(=O)[nH]c2c1 (stereo not given)
  6	-1	0	3	6	1	-2	0	7
COC(=O)c1sccc1NC(=O)CN1CCN(c2ccc(F)cc2)CC1
  -7	5	7	-5	9	5	47*	8	-2
COc1ccc(NC(=O)CN2CCN(S(=O)(=O)c3ccc(C(C)C)cc3)CC2)cc1OC
  9	3	2	12	8	3	10	6	19
CCN(Cc1ccccc1)C(=O)C1CCN(Cc2ccc(OC)c(OC)c2OC)CC1
  -1	3	7	-9	6	2	-3	8	4
C=CCOC(=O)C1=C(C)NC(=O)NC1C1CC=CCC1 (stereo not given)
  8	-5	6	-11	10	7	-6	3	11
O=C(NCc1n[nH]c(=S)n1-c1ccccc1)c1ccc(S(=O)(=O)N2CCOCC2)cc1
  -2	6	8	-11	-5	-1	7	5	-3

(more compounds)
Each structure is followed by: CatB mix inh	ROCK2 inh	PKA inh	RORa activator	AP ELISA ortho	CatB block	JNK3 blocker	E coli RNAP	CatS block
c1ccc(OCCCn2nnc(-c3cccnc3)n2)cc1
  6	-1	1	-9	18	0	2	3	-8
CCN(CC)c1ccc(NC(=O)c2cc3ccccc3o2)c(C)c1
  2	1	0	45	10	5	-7	4	-3
Cc1ccc(NC(=O)c2cc(NC(=O)c3ccco3)ccc2N2CCCCC2)cc1
  /	-3	-7	6	/	/	9	/	/
Cc1ccc(S(=O)(=O)NC(CC(=O)O)c2ccccc2)c(C)c1 (stereo not given)
  -4	10	11	-12	2	-4	4	10	-2
c1ccc(-c2nc3nonc3c3nc4ccccc4n23)cc1
  -11	13	11	-15	-1	3	-6	5	?
CCC(CC)C(=O)Nc1c2c(nn1-c1ccc(OC)cc1)CS(=O)C2 (stereo not given)
  -1	1	2	-11	-1	5	-5	-6	-6
O=C(Nc1cccnc1N1CCOCC1)c1ccco1
  5	/	7	-11	3	3	/	12	3
Cc1ccc2[nH]c3c(N4CCN(Cc5ccccc5)CC4)ncnc3c2c1
  -6	4	5	-17	1	-3	-1	12	-2
CN1C(=O)CC(P(=O)(c2ccccc2)c2ccccc2)N(C)C1=O (stereo not given)
  3	3	7	-25	-16	/	1	/	7
O=c1[nH]c(SCC2CCCCO2)nc2ccccc12 (stereo not given)
  0	4	7	5	13	1	-3	-2	-6
O=c1cc(NCC2CCCO2)[nH]c(=O)n1-c1ccc(Cl)cc1 (stereo not given)
  /	7	10	14	/	/	7	/	/
COc1cccc(C(=O)N2CCCc3ccccc32)c1
  4	5	6	-16	11	-9	3	-1	-8
CCOC(=O)CCn1cc(F)c(=O)n(Cc2ccccc2)c1=O
  4	2	7	7	15	1	-7	0	1
COc1ccc2oc(C(=O)c3ccccc3)c(NC(=O)CN3CCN(C)CC3)c2c1
  2	-8	-1	-11	6	4	-6	/	0
COc1ccc(NC(=O)c2ocnc2C)cc1OC
  1	/	4	21	1	6	/	12	11
O=C(Cn1cnc2c(cnn2-c2ccccc2)c1=O)N1CCN(c2ccc(F)cc2)CC1
  -8	2	5	9	-8	4	7	8	2
Cc1cc(C(=O)CN2C(=O)c3ccccc3C2=O)c(C)n1Cc1cccs1
  7	3	3	-6	6	-2	4	14	15
O=C(Nc1cccc(Cl)c1Cl)c1ccncc1
  7	/	/	/	14	-5	/	4	1
O=C(O)CN1C(=O)CNC1=O
  -5	2	5	-13	19	-3	3	-14	-21
COc1cc(OC)cc(-c2cc(NC(C)=O)n[nH]2)c1
  2	8	7	4	8	-4	0	3	0
Clc1cc(NCc2cccs2)ccc1N1CCOCC1
  1	7	10	40	8	6	3	9	-6
O=C(c1cnn2ccccc12)N(Cc1ccco1)C1CCCC1
  2	5	10	-15	4	4	-3	8	7
COc1cccc(C2NC(=O)NC(O)(C(F)(F)F)C2C(=O)c2cccnc2)c1OC (stereo not given)
  -3	2	6	-8	13	8	-1	3	-13
CC1CCN(c2nc3ccccc3nc2C(C#N)S(=O)(=O)c2ccccc2)CC1 (stereo not given)
  3	/	7	7	0	1	/	0	6
CN1C(=O)/C(=C2\SC(=S)N(C(CCC(=O)O)C(=O)O)C2=O)c2ccccc21 (stereo not given)
  -3	-1	-3	-20	12	-3	-3	6	5
N#Cc1c(NC(NC(=O)c2ccco2)C(=O)c2ccccc2)sc2c1CCCC2 (stereo not given)
  6	0	-8	-23	7	5	-6	6	-3
COCCSc1ccccc1C(=O)Nc1nnc(COC)s1
  1	4	15	1	-16	4	-2	5	-14
Cc1ccc(NC(=O)CN(C)C(=O)CN2C(=O)NC(C)(c3ccccc3)C2=O)cc1 (stereo not given)
  8	2	-2	11	21	-4	-1	2	7
CCn1nnc(NC(=O)c2ccccc2Br)n1
  6	4	1	4	8	1	-13	11	12
COc1ccc(CN(C(C)=O)c2cccc(C)c2C)cc1
  1	4	8	18	-1	1	-1	/	-6
c1c2c(cc3sc(N4CCOCC4)nc13)OCO2
  2	-10	0	34	19	1	-5	8	1

Another view of part of the listing above.
structure,CatB mix inh,ROCK2 inh,PKA inh,RORa activator,AP ELISA ortho,CatB block,JNK3 blocker,E coli RNAP,CatS block
CN1C(=O)/C(=C2\SC(=S)N(C(CCC(=O)O)C(=O)O)C2=O)c2ccccc21 (stereo not given),-3,-1,-3,-20,12,-3,-3,6,5
CC1CCN(c2nc3ccccc3nc2C(C#N)S(=O)(=O)c2ccccc2)CC1 (stereo not given),3,/,7,7,0,1,/,0,6

This is a subset. The share of hits here may be higher or lower than overall.
